Assay outcomes: PubChem, National Center for Advancing Translational Sciences (NCATS)
GAA glycogen mod: GAA glycogen-cleavage inhibition or activation. 300,000 tested, 0.38% active. recombinant GAA, glycogen substrate, Amplex Red glucose oxidase fluorescence. Potency, µM (doses to about 76.4 µM), for the others: top-dose activity change, negative = inhibition, actives largely listed as inhibitors;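 also: potency is read from the fitted curve at half-maximal effect; 0% = full enzyme reaction and -100% = no-enzyme basal signal; the screen sought inhibitors and activators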
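Recombinant human enzyme (4 nM); glycogen substrate; 37 C, 40 min, pH 5.0. Readout: coupled glucose oxidase/Amplex Red fluorescence.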
aGlu spleen mod: inhibitors or activators of human alpha-glucosidase in spleen homogenate; P10253; human spleen homogenate, 4-MU-alpha-glucoside fluorescence; Potency, µM (top dose mostly 79.9 µM), inactives show at the highest dose activity change, negative = inhibition, most hits filed as inhibitors; 240,000 tested, 0.006% active; AID 2112;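 also: potency is read from the fitted curve at half-maximal effect; 0% = enzyme with vehicle and -100% = no enzyme basal signal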
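Enzyme source: human spleen homogenate, 1 ug/well. Buffer 50 mM citric acid/K phosphate pH 5.0, 0.01% Tween-20. 4-MU-alpha-glucoside 1 mM; 37 C x 40 min; NaOH/glycine stop; fluorescence.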
HTT ATP protect: Huntington cell model cytoprotection by ATP luminescence. 230,000 tested, 0.14% active. Potency, µM (series often up to 56.4 µM), inactives show cytoprotection (ATP increase), actives largely listed as activators. PC12 HTT-Q103 induced, cytoprotection, ATP luminescence, 40 h;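 also: potency is read from the fitted curve at half-maximal effect; % of control where 0% means no effect; nearly all actives have a fitted effect of over 45% in size; toxic huntingtin expression switched on by the ecdysone agonist tebufenozide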
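Rat PC12, Q103 Htt exon1-GFP fusion, ecdysone promoter; tebufenozide inducer 100 nM final; compound titration; qHTS, 1500 cells/well; ATPlite luminescent read.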
CBFb RUNX1 block: inhibitors of human CBF-beta and RUNX1 interaction; AID 1477; Q01196+Q13951; Potency, µM (top dose mostly 59.8 µM), for inactives: at the top dose activity, negative = inhibition, hits mostly inhibitors; AlphaScreen CBFb-His/RUNX1-biotin binding, biochemical; 230,000 tested, under 10 active; also: % of control where 0% means no effect
Target sequence (Q01196 whole entry, looked up): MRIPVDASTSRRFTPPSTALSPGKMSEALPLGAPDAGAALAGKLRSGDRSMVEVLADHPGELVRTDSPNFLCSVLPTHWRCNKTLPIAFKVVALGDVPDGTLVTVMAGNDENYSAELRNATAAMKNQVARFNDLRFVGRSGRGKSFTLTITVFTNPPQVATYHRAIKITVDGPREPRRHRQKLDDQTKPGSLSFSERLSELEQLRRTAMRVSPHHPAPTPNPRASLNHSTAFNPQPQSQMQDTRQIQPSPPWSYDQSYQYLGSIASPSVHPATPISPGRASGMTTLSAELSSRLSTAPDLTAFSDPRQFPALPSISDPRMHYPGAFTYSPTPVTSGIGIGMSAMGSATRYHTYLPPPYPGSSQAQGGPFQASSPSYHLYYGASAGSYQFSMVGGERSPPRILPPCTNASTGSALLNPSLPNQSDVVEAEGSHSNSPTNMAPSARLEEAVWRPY
Target sequence (Q13951 whole entry, looked up): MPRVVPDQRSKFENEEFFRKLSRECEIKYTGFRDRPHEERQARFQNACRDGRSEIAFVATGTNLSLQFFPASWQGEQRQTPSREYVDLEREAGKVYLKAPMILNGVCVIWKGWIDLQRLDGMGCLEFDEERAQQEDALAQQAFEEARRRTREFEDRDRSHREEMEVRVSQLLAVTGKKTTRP
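CBF-beta (His) and RUNX1 (biotin), 30 nM each; 20 min preassociation; + compound, 15 min; + beads 50 ng each (Ni, streptavidin), 90 min; RT; AlphaScreen read.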
Lamin A splicing: LMNA splicing modulation | Potency, µM (titrated, usually from 46.1 µM), for inactives: top-dose ratio change, negative = inhibition, most hits filed as inhibitors | AID 1487 | HeLa LMNA splicing GFP/RFP minigene ratio, 48 h | 200,000 tested, 0.01% active; active = well fitted inhibition curve with a large enough effect in the signal ratio, with a control signal flat, not every such curve was filed as active; inconclusive = small, poorly fitted or top-dose-only effect, or effect the other way, or a change in a side signal; the % refers to the signal ratio; also: potency is read from the fitted curve at half-maximal effect; % is scaled to controls: 0 for no effect and ±100 for the full control effect
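S3 HeLa stable clones carrying a lamin A-EGFP splicing minigene plus DsRed2 were seeded at 600 cells/well in Opti-MEM with 2% FBS, pin-dosed and incubated 48 h at 37°C. Acumen cytometry (488 nm) gave the GFP/RFP total-intensity ratio.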
HTT aggregate: reduces HttQ103-GFP aggregates in PC12 cells; PC12 HttQ103-GFP aggregates, Acumen cytometry, 40 h; Potency, µM (doses to about 46.1 µM), for inactives: top-dose activity change, negative = inhibition, usual class: inhibitors; 220,000 tested, 1.1% active; AID 1688; also: potency is read from the fitted curve at half-maximal effect; % is scaled to controls: 0 for no effect and ±100 for the full control effect; nearly all actives have a fitted effect of over 60% in size
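Quantitative HTS on tebufenozide-induced (100 nM) PC12 cells stably expressing polyQ103 Huntingtin exon 1–GFP. Reduction of bright GFP aggregates, detected by laser scanning cytometry after lysis, identified actives across the titration.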
GAA inhib: alpha-glucosidase (human) inhibition; Potency, µM (series often up to 76.9 µM), inactives show top-dose activity change, negative = inhibition, most hits filed as inhibitors; purified human GAA, 4-MU-alpha-glucoside fluorescence; P10253; AID 1466; 200,000 tested, 0.005% active;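 also: potency is read from the fitted curve at half-maximal effect; plate controls were uninhibited enzyme wells for no effect and no-enzyme background for full effect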
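Endpoint fluorogenic read: 20 min room-temperature reaction of 4 nM human alpha-glucosidase with 400 uM 4-methylumbelliferyl-alpha-D-pyranoside, pH 5.0, quenched with 1M NaOH/1M glycine pH 10. AC50 from Hill modeling.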
Active calls of the source: *; ? = inconclusive; · = no result given; [ ] = another dose, or the depositor's remark. Unless noted, calls follow the shape of the dose curve; as a rule, active = well fitted curve in the direction sought with a large enough effect; inconclusive = small, poorly fitted or top-dose-only effect, or another doubt; inactive = no such curve, though single readings can be large; an effect the other way counts as inactive or inconclusive. The order is random. About 1.5% of those tested had a hit in this group.

Labels used below – A = GAA glycogen mod; B = aGlu spleen mod; C = HTT ATP protect; D = CBFb RUNX1 block; E = Lamin A splicing; F = HTT aggregate; G = GAA inhib
COc1ccc(N(C(=O)c2cnsn2)C(C(=O)NC2CCCCC2)c2ccncc2)cc1 (stereo not drawn)
  A: -10%	B: -3%	C: -5%[10 µM]	D: -5%	E: 0%	F: 13%	G: -7%

O=C(Cn1cnc2c(oc3ccccc32)c1=O)N1CCN(c2ccccc2)CC1
  A: 4%	B: 4%	C: -4%	D: 3%	E: 4%	F: 5%	G: -1%

O=C(O)C1=C[C@@H](c2ccc3c(c2)OCO3)C[C@@H](OCCCCO)O1
  A: -13%	B: -2%	C: 12%[10 µM]	D: -18%	E: ·	F: 4%[9.22 µM]	G: ·

CCn1c(O)c(C#N)c(C)cc1=O
  A: 0%	B: 2%	C: -11%[10 µM]	D: 4%	E: 13%[46 µM]	F: -16%[9.22 µM]	G: 0%

COc1ccc(CNn2c(-c3ccccc3F)nc3ccccc3c2=O)cc1OC
  A: 5%	B: -6%	C: -48%[inhibitor]	D: 2%	E: ·	F: 8%	G: 4%

COc1ccc(COC(=O)N/N=C2/C[C@@H](O)[C@@H](O)[C@@H]3[C@@H]4C(=O)N(Cc5ccccc5)C(=O)[C@H]4CC[C@@H]23)cc1
  A: ·	B: 1%[17.4 µM]	C: -7%[10 µM]	D: -16%[13.1 µM]	E: ·	F: ·	G: ·

COc1ccccc1-n1cc(CN2CCN(CC(C)C)C(CCO)C2)cn1 (stereo not drawn)
  A: 8%	B: 1%	C: 4%[10 µM]	D: 1%	E: 10%[46 µM]	F: 15%[9.22 µM]	G: 9%

O=C(/C=C/c1ccc(Cl)cc1Cl)N1CCN(c2ccc([N+](=O)[O-])c(N3CCOCC3)c2)CC1
  A: 5%	B: -9%	C: -2%[10 µM]	D: -5%	E: ?	F: 17%	G: 2%

COC(=O)C1=C(C)NC(C)=C(C(=O)OC)C1/C=C/c1ccccc1
  A: -20%	B: -6%	C: 3%[10 µM]	D: 16%	E: ?	F: ?	G: -2%

O=C(Nc1cccc([N+](=O)[O-])c1)C1C2/C=C\CCCCC21 (stereo not drawn)
  A: 17%	B: 0%	C: -4%[10 µM]	D: 2%	E: ·	F: 4%[9.22 µM]	G: 6%

CCC(C)NC(=O)Cn1nc(C(F)(F)F)c2c1CCCC2 (stereo not drawn)
  A: 8%	B: 6%	C: 8%[1.9 µM]	D: 15%	E: -7%	F: -23%	G: 2%

CCC(=O)Nc1cc2nn(-c3ccc(OC)cc3)nc2cc1C
  A: 5%	B: -1%	C: -110%[inhibitor][10 µM]	D: 4%	E: 11%	F: -4%	G: 8%

CC(NS(=O)(=O)c1ccccc1)C(N)=O (stereo not drawn)
  A: -9%	B: 15%	C: 3%	D: -1%	E: -1%	F: 0%	G: -1%

CC(C)CC(=O)NCC(C)NC(=O)CC(C)C (stereo not drawn)
  A: 1%	B: 0%	C: 6%	D: 7%	E: 4%	F: -10%	G: 2%

CC(=O)Nc1ccc(NC(=O)CCn2c(=S)oc3ccccc32)cc1
  A: 13%	B: 1%	C: ·	D: 11%	E: ·	F: ?	G: -1%

Cc1ccc(/C=c2\sc3n(c2=O)CN(c2ccc(Br)cc2)CN=3)o1
  A: -5%	B: -1%	C: -29%	D: 8%	E: 4%	F: 31%	G: ?

CCc1cccc(CC)c1NC(=S)N1CCn2cccc2C1c1ccncc1 (stereo not drawn)
  A: 4%	B: ·	C: -44%	D: 17%	E: ·	F: -7%	G: -7%

Cc1ccc(C)c(-n2c(Cc3cc(=O)[nH]c(=O)[nH]3)nnc2SCC(=O)NCC2CCCO2)c1 (stereo not drawn)
  A: 0%	B: -6%	C: 1%	D: 2%	E: 0%	F: -12%	G: 2%

COC(=O)C1=C(C)N(C(C)c2ccccc2)C(=O)C1 (stereo not drawn)
  A: -9%	B: -1%	C: -8%[10 µM]	D: -4%	E: -5%	F: 18%	G: 0%

Cc1ccc(S(=O)(=O)N[C@H](C(=O)OCC(=O)N2N=C(c3ccc(Cl)cc3)CC2c2ccco2)C(C)C)cc1 (stereo partly drawn)
  A: 5%	B: -3%	C: -14%[1.9 µM]	D: -6%	E: -8%	F: 7%	G: -6%

A second format for part of the listing above.
The line under a structure holds: GAA glycogen mod | aGlu spleen mod | HTT ATP protect | CBFb RUNX1 block | Lamin A splicing | HTT aggregate | GAA inhib
> CCC(=O)Nc1cc2nn(-c3ccc(OC)cc3)nc2cc1C
 : 5% | -1% | -110%[inhibitor][10 µM] | 4% | 11% | -4% | 8%
> COC(=O)C1=C(C)N(C(C)c2ccccc2)C(=O)C1 (stereo not drawn)
 : -9% | -1% | -8%[10 µM] | -4% | -5% | 18% | 0%

Record cards (already shown). Order of values: GAA glycogen mod	aGlu spleen mod	HTT ATP protect	CBFb RUNX1 block	Lamin A splicing	HTT aggregate	GAA inhib
CCC(=O)Nc1cc2nn(-c3ccc(OC)cc3)nc2cc1C is listed as 5%	-1%	-110%[inhibitor][10 µM]	4%	11%	-4%	8%
Cc1ccc(C)c(-n2c(Cc3cc(=O)[nH]c(=O)[nH]3)nnc2SCC(=O)NCC2CCCO2)c1 (stereo not drawn) is listed as 0%	-6%	1%	2%	0%	-12%	2%
CC(=O)Nc1ccc(NC(=O)CCn2c(=S)oc3ccccc32)cc1 is listed as 13%	1%	·	11%	·	?	-1%
CC(C)CC(=O)NCC(C)NC(=O)CC(C)C (stereo not drawn) is listed as 1%	0%	6%	7%	4%	-10%	2%
CCC(C)NC(=O)Cn1nc(C(F)(F)F)c2c1CCCC2 (stereo not drawn) is listed as 8%	6%	8%[1.9 µM]	15%	-7%	-23%	2%

Next section
Labels used below – A = GAA glycogen mod; B = aGlu spleen mod; C = HTT ATP protect; D = CBFb RUNX1 block; E = Lamin A splicing; F = HTT aggregate; G = GAA inhib
c1ccc(Oc2cccc(CN3CCOCC3)c2)cc1
  A: 2%	B: 2%	C: 10%	D: 5%	E: -7%	F: ?	G: -6%

N#C/C(=C/c1cn(-c2ccccc2)nc1-c1cccc(OCc2ccccc2)c1)C(=O)NCCCn1ccnc1
  A: 4%	B: -3%	C: ·	D: ?	E: ?	F: ?	G: -10%

COc1ccc(/C=N/n2c(N)c(S(=O)(=O)c3cccs3)c3nc4ccccc4nc32)cc1OC
  A: 2%	B: 2%	C: ?	D: 4%	E: -2%	F: 0%	G: 4%

O=C(O)c1ccccc1-c1ccccc1C(=O)Nc1cccc(-c2nc3ccccc3o2)c1
  A: 3%	B: -3%	C: -7%[10 µM]	D: 10%	E: 7%[46 µM]	F: -5%[9.22 µM]	G: 0%

COc1ccc(NC(=O)c2ccc3ccccc3n2)cc1S(=O)(=O)Nc1ccccc1Cl
  A: 1%	B: -11%	C: -8%[10 µM]	D: -14%	E: -1%	F: 6%	G: -10%

CCOC(=O)c1sc(NC(=O)CSc2nc3ccccc3s2)c(C(=O)OCC)c1C
  A: -3%	B: -1%	C: 6%[10 µM]	D: 2%	E: -11%	F: -3%	G: -6%

CN(C)c1ccc2c(c1)OC(N)=C(C#N)C2c1cccc(F)c1 (stereo not drawn)
  A: ?	B: -11%	C: -93%[inhibitor]	D: -13%	E: ?	F: ?	G: -5%

N#Cc1nc(Cc2cccc3ccccc23)oc1NCCN1CCCCC1
  A: -11%	B: -1%	C: -21%	D: -3%	E: ?	F: -9%	G: -10%

CCOc1ccccc1NC(=O)C1CCCN(S(=O)(=O)c2cccc3cccnc23)C1 (stereo not drawn)
  A: 1%	B: -5%	C: -6%	D: 18%	E: ?	F: -4%	G: -2%

CC1Cc2ccccc2N1C(=O)CSc1nnnn1C (stereo not drawn)
  A: 1%	B: -6%	C: -15%	D: 4%	E: 14%	F: 15%[9.22 µM]	G: 0%

Some entries already given, reduced to HTT aggregate:
smiles | HTT aggregate
CCOC(=O)c1sc(NC(=O)CSc2nc3ccccc3s2)c(C(=O)OCC)c1C | -3%
CN(C)c1ccc2c(c1)OC(N)=C(C#N)C2c1cccc(F)c1 (stereo not drawn) | ?
N#Cc1nc(Cc2cccc3ccccc23)oc1NCCN1CCCCC1 | -9%

New compounds follow
Labels used below – A = GAA glycogen mod; B = aGlu spleen mod; C = HTT ATP protect; D = CBFb RUNX1 block; E = Lamin A splicing; F = HTT aggregate; G = GAA inhib
Cc1cc(C(=O)CCl)c(C)n1-c1c(C)n(C)n(-c2ccccc2)c1=O
  A: -4%	B: 2%	C: -22%	D: 5%	E: ?	F: ?	G: 1%

Cc1ccc(S(=O)(=O)Cc2ccc(C(=O)O)o2)cc1
  A: 5%	B: -5%	C: -4%	D: ?	E: -3%	F: 24%	G: -3%

CNC(=O)c1cc2c(ccc3ccccc32)o1
  A: 4%	B: -4%	C: -49%[inhibitor]	D: -4%	E: 11%[46 µM]	F: -1%	G: 7%

COC(=O)c1scc(C#N)c1N/N=C(\C#N)S(=O)(=O)c1ccc(Cl)cc1
  A: 1%	B: 2%	C: 4%[10 µM]	D: -3%	E: ·	F: -20%[9.22 µM]	G: ·

CN(NS(=O)(=O)c1ccc(Br)cc1)c1nc(C(F)(F)F)nc2ccccc12
  A: -12%	B: -3%	C: -83%[inhibitor]	D: ?	E: ?	F: ?	G: -6%

COc1ccccc1NS(=O)(=O)c1ccc(OC)c([N+](=O)[O-])c1
  A: -5%	B: 7%	C: -12%	D: -1%	E: 1%[46 µM]	F: 7%	G: 3%

CC1(C)CC2(CCCN(C(=S)Nc3ccccc3)C2)CCO1 (stereo not drawn)
  A: -11%	B: -1%	C: 13%[10 µM]	D: 13%	E: ·	F: -2%[9.22 µM]	G: ·

CC(C)CC1NC(=O)N(CC(=O)Nc2ccc3c(c2)CCC3)C1=O (stereo not drawn)
  A: 7%	B: 7%	C: 19%[10 µM]	D: 9%	E: -27%[46 µM]	F: 17%	G: 2%

CSCCC(NS(=O)(=O)/C=C/c1ccccc1)C(=O)O (stereo not drawn)
  A: -7%	B: -19%	C: ·	D: 6%	E: ·	F: 28%	G: ?

COC(=O)NNC(=S)Nc1cc(OC)ccc1OC
  A: ?	B: 2%	C: -12%	D: -3%	E: 11%	F: -5%[9.22 µM]	G: -7%

O=C1c2ccccc2C(=O)N1CCC1=CCCCC1
  A: -15%	B: -3%	C: 6%	D: 5%	E: 0%	F: 8%	G: -1%

O=C(CN1CCOCC1)NCC12CC3CC(CC(C3)C1)C2
  A: -3%	B: 5%	C: -5%	D: 4%	E: 2%	F: -1%	G: -1%
